Compound activity: PubChem BioAssay, several laboratories
GRK2 inh: compounds blocking aptamer binding on GRK2 – biochemical, human GRK2, bead flow cytometry, HTS, primary screen; FAM-aptamer displacement from GRK2; actives 0.59% (n = 330,000); Beta-adrenergic receptor kinase 1 (Homo sapiens), P25098; inhibition of aptamer binding, % at 10 µM;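 active = inhibition of aptamer binding above 40%, roughly 3 SD of noise, on plates passing a quality check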;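 note: median bead fluorescence of bound FAM aptamer so fluorescent compounds give negative values; no value below 0 was filed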
AGP1 TOR yeast: modulators of AGP1-GFP expression in yeast TOR pathway, primary screen, cell-based, multiplex flow cytometry, S. cerevisiae, MLPCN library; 3 h; GFP as percent of DMSO wells; GFP response vs DMSO, % at 10 µM; actives 0.02% (n = 320,000);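 active = GFP response relative to DMSO above a set limit, near screen average plus 3 SD, cut at about 150% in these data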;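 note: median GFP channel fluorescence of the gated AGP1 strain per well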
CIT2-GFP yeast: modulators of CIT2-GFP expression in yeast, primary screen, S. cerevisiae, GFP fusion, multiplex flow cytometry, MLPCN library. GFP response vs DMSO, % at 10 µM. S. cerevisiae CIT2-GFP strain, 3 h; 100 means same as DMSO wells. AID 2029, 2009. actives 0.065% (n = 320,000);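 active = GFP response relative to DMSO above a set limit, near the screen mean plus 3 SD, cut at about 150% in these data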;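 note: ratio of well median GFP fluorescence to mean of DMSO wells on the plate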
GLD-1 TGE inh: GLD-1/TGE RNA complex disruptors, primary screen, biochemical, fluorescence polarization; purified GLD-1 + fluorescein TGE RNA; inhibition, % at 5.96 µM; actives 0.44% (n = 320,000); Female germline-specific tumor suppressor gld-1 (Caenorhabditis elegans), Q17339;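 active = percent inhibition above a per-plate cutoff, the plate mean of test compounds plus 3 SD, cut at about 30% in these data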;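 note: 0% = DMSO wells with GLD-1 and probe and 100% = wells lacking GLD-1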
MCL1-BIM inh: inhibitors of MCL1 binding to BIM-BH3, primary screen, biochemical, fluorescence polarization; Induced myeloid leukemia cell differentiation protein Mcl-1 (Homo sapiens), Q07820; GST-MCL1 / FITC-Bim-BH3 fluorescence polarization; inhibition, % at 10.9 µM; actives 0.68% (n = 320,000); AID 2057, 2009;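 active = inhibition above the mean inhibition of all tested compounds plus 3 SD, set per campaign, cut at about 40% in these data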;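 note: 0% = DMSO wells and 100% = unlabeled Bim-BH3 peptide control; higher means more loss of mP so more displacement of Bim peptide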
Target sequence (Q07820 whole entry, looked up): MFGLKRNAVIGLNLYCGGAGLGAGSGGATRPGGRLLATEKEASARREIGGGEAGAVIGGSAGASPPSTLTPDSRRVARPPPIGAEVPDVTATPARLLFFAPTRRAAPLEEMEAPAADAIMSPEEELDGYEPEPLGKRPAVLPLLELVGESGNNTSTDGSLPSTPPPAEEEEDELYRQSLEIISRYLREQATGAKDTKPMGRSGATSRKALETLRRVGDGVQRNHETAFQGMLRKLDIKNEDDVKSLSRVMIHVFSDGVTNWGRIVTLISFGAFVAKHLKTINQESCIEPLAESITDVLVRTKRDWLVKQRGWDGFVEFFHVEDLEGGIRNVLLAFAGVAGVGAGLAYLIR
CR mimetic SO: reduction of superoxide in aged yeast, primary screen, HTS; superoxide response (% of plate mean), % at 10 µM; S. cerevisiae aged cells, superoxide DHE fluorescence; active compounds read low; actives 0.18% (n = 330,000);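 active = superoxide response under a set limit, about three screen SD below normal, cut at about 65% in these data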;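 note: yeast aged for seven days with compound at 30 °C before DHE staining; 100% = average MFI of all compound-treated wells on the plate with controls excluded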
Bcl-xL primary: inhibitors of human Bcl-xL, primary screen, biochemical, fluorescence polarization, HTS | Bcl-2-like protein 1 (Homo sapiens), Q07817 | GST-Bcl-xL / FITC-Bim BH3 peptide fluorescence polarization | inhibition, % at 10.9 µM | actives 0.7% (n = 320,000) | AID 2129, 2009;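 active = inhibition above the mean of all tested compounds plus 3 SD, cutoff set per campaign, cut at about 30% in these data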;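 note: 0% = DMSO wells and 100% = unlabeled Bim-BH3 peptide competitor; inhibitors lower millipolarization by displacing the labeled peptide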
VLA-4 inh: inhibition in human VLA-4 binding assay, primary screen, VLA-4 allosteric modulator project, MLPCN library, flow cytometry, VLA-4 expressing cells | ligand binding flow cytometry | inhibition, % (about 7 µM as worked out from the volumes in the protocol) | actives 0.2% (n = 330,000); in the data active = inhibition above about 50%
MEX-5 binding: MEX-5 zinc finger RNA-binding disruptors – biochemical, C. elegans, fluorescence polarization, MLPCN library, primary screen. MEX-5/FITC-TCR2 RNA binding; active compounds read low. actives 0.38% (n = 300,000). activity score (negative = inhibition of binding), % at 10 µM. Zinc finger protein mex-5 (Caenorhabditis elegans), Q9XUB2;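 active = inhibition past about -25% in most replicates, and total fluorescence under double the plate's negative control median, limit read from the data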;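 note: 0% = DMSO and -100% = 5 µM competing unlabeled TCR2 RNA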
Target sequence (Q9XUB2 whole entry, looked up): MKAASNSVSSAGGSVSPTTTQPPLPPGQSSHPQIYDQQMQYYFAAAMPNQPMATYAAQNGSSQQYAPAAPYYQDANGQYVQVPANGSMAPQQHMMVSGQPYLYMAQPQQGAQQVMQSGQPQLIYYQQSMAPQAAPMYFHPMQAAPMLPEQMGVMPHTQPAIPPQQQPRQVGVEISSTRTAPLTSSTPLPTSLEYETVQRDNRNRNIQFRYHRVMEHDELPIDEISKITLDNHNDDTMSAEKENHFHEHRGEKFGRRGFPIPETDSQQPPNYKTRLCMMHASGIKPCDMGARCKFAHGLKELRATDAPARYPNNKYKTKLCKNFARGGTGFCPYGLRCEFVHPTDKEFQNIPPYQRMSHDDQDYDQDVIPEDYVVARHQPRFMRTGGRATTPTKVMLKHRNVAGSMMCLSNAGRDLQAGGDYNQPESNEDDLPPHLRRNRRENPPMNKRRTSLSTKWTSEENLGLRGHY
* marks the source's active call; other numbers are inactive results; x = no result given.

Order of values – GLD-1 TGE inh	Bcl-xL primary	MEX-5 binding	CR mimetic SO	VLA-4 inh	AGP1 TOR yeast	MCL1-BIM inh	GRK2 inh	CIT2-GFP yeast
[1] CCN(CC)S(=O)(=O)c1ccc2oc(SCC(=O)Nc3cc(C)on3)nc2c1
  11	7	-2.0	74	6	92	0	6	88
[2] CCOC(=O)c1c(C)nc2sc3c(=O)n(-c4ccc(C(C)=O)cc4)nnc3c2c1-c1ccc(OC)cc1
  -2	-1	2.1	96	18	98	-2	0	99
[3] O=C(O)c1ccc(CS(=O)(=O)Cc2ccccc2F)o1
  -2	3	-1.4	104	18	101	16	0	101
[4] Cc1c(O[C@@H]2O[C@H](CO)[C@@H](O)[C@H](O)[C@H]2O)ccc2c1oc(=O)c1ccccc12
  x	x	1.4	92	14	95	x	2	89
[5] CN(Cc1ccccc1)Cc1nc2c(c(=O)n(C)c(=O)n2C)n1Cc1ccc(Cl)cc1
  -3	11	-0.2	111	3	107	7	1	106
[6] Nc1[nH]c(=O)[nH]c(=O)c1N=Nc1cccc(Cl)c1
  3	3	1.0	149	28	102	-1	3	109
[7] O=C(Cc1ccc(Cl)cc1)N/N=C/c1cccc(O)c1
  11	3	-0.1	103	14	87	9	13	94
[8] O=C(O)c1ccc(NC(=S)NC(=O)C(c2ccccc2)c2ccccc2)cc1
  3	4	0.7	96	-8	101	5	2	106
[9] COc1ccc(OC)c(NC(=O)c2cc3n(n2)C(C(F)(F)F)CC(c2ccc4c(c2)OCO4)N3)c1 (centres undefined)
  10	3	-1.3	81	-12	102	0	0	106
[10] O=C(CN1CCN(c2ccc(F)cc2)CC1)c1cccs1
  -7	3	0.8	100	-11	103	1	0	93
[11] CCN1C(=O)[C@@H]2[C@@H](c3ccc(-c4ccccc4)cc3)N3CCC[C@@]3(C(=O)OC)[C@@H]2C1=O
  5	x	x	83	-2	102	x	4	106
[12] Cc1cc(C(=O)CN2C(=O)NC(CC(C)C)C2=O)c(C)n1-c1ccccc1F (centres undefined)
  7	-8	0.2	97	7	99	-3	0	93
[13] O=C(O)/C=C/C(=O)Nc1ccccc1C(=O)Nc1ccccc1
  -3	4	-0.1	98	6	94	0	1	x
[14] O=C(Nc1ccc(N2CCOCC2)cc1)C1CCCN(S(=O)(=O)c2ccccc2)C1 (centres undefined)
  9	0	-0.8	82	29	115	-2	0	106
[15] Cc1ccc2c(N)c(C#N)sc2n1
  1	3	3.7	93	-13	103	-5	0	101
[16] Cc1oc(-c2ccc(Cl)cc2)nc1CS(=O)CC(=O)NCCCN1CC(C)CC(C)C1 (centres undefined)
  -2	6	0.7	103	2	94	-1	0	105
[17] CC(NC(=O)c1cc(-c2ccccn2)nc2ccc(Cl)cc12)C1CCCO1 (centres undefined)
  11	15	-1.4	108	13	91	26	0	89
[18] CC(C)NC(=O)N(C)C[C@H]1Oc2ccc(NC(=O)CCN3CCOCC3)cc2C(=O)N([C@H](C)CO)C[C@@H]1C
  5	x	x	98	47	103	x	1	98
[19] CC(=O)N(C)c1ccc(NC(=O)c2cnn(C)c2)cc1
  0	5	2.7	91	20	101	3	0	95
[20] Cc1cc(=O)oc2ccc(OC(C)C(=O)O)cc12 (centres undefined)
  9	-1	-0.8	94	19	119	-1	0	87
[21] Cc1nonc1NC(=O)CSc1ccccn1
  1	4	-0.9	94	-1	104	1	0	107
[22] COc1ccc(C(=O)N2CCOC2CNC(=O)C(=O)NCc2ccc(F)cc2)cc1 (centres undefined)
  8	1	-0.3	99	-4	101	1	11	104
[23] O=C(NC1CCCCCC1)C1CCN(S(=O)(=O)c2cnc[nH]2)CC1
  10	4	-2.6	125	0	109	6	1	106
[24] COc1nc(N=C(N)N)nc2c(C)cccc12
  10	0	1.7	91	29	103	-8	0	104
[25] CC(OC(=O)c1ccco1)C(=O)NC1CCCCC1 (centres undefined)
  5	5	-0.3	97	9	101	4	1	95
[26] N=c1c(S(=O)(=O)c2ccc(Cl)cc2)cc2c(=O)n3ccccc3nc2n1CC1CCCO1 (centres undefined)
  -7	10	-21	99	32	100	4	4	100
[27] N#Cc1ccc(Oc2cccc3cccnc23)c([N+](=O)[O-])c1
  125*	150*	-6.1	91	10	103	177*	0	101
[28] OCCN1CCN(C(=S)Nc2ccc(SC(F)F)cc2)CC1
  -7	6	1.8	98	11	97	6	0	84
[29] CCc1cc2c(N[C@@H](Cc3ccccc3)C(=O)O)ncnc2s1
  -1	-1	0.9	110	6	106	0	5	112
[30] CCn1nnnc1SCC(=O)c1ccc(C)cc1C
  3	2	0.9	101	8	98	13	2	83
[31] O=C(c1ccoc1)N1CCCC(N2CCN(c3cccc(C(F)(F)F)c3)CC2)C1 (centres undefined)
  1	3	2.3	83	0	101	1	1	100
[32] NC(=O)C1CC(=O)N(c2ccc(OCc3ccc([N+](=O)[O-])cc3)cc2)C1 (centres undefined)
  -5	2	-0.6	93	2	88	0	4	85
[33] Cc1nnc2sc(SCC(=O)Nc3ccc(Br)cc3)nn2c1=O
  -7	-3	-0.2	90	8	113	-1	0	115
[34] O=C(COC(=O)c1ccc(S(=O)(=O)N2CCCC2)cc1)Nc1ccc(Cl)cc1
  -2	-7	x	115	11	95	-13	0	93
[35] COc1cccc(Oc2ccc(C(F)(F)F)cc2NC(=O)c2cccc(F)c2)c1
  0	-5	-1.1	84	0	99	1	0	112
[36] O=C(O)c1ccc(N=Cc2c(O)ccc3oc4c(c23)CCCC4)cc1
  10	4	-3.2	80	-1	104	4	1	108
[37] Cn1ncc(Cl)c1C(=O)NCc1ccco1
  9	7	1.6	95	-4	103	12	2	108
[38] CCOC(=O)c1cc(-c2cccc([N+](=O)[O-])c2)n[nH]1
  -6	5	-0.7	107	-3	86	2	0	71
[39] CCN(CC)C(=O)c1sc(NC(=O)c2ccc(C)c([N+](=O)[O-])c2)c(C#N)c1C
  -1	-2	-1.5	108	-7	110	-3	1	103
[40] CC(=O)SCC(C)C(=O)NCc1ccccc1 (centres undefined)
  8	-2	1.7	92	33	99	3	1	102

A different layout for some results above.
[35] COc1cccc(Oc2ccc(C(F)(F)F)cc2NC(=O)c2cccc(F)c2)c1
  GLD-1 TGE inh: 0 | Bcl-xL primary: -5 | MEX-5 binding: -1.1 | CR mimetic SO: 84 | VLA-4 inh: 0 | AGP1 TOR yeast: 99 | MCL1-BIM inh: 1 | GRK2 inh: 0 | CIT2-GFP yeast: 112

[36] O=C(O)c1ccc(N=Cc2c(O)ccc3oc4c(c23)CCCC4)cc1
  GLD-1 TGE inh: 10 | Bcl-xL primary: 4 | MEX-5 binding: -3.2 | CR mimetic SO: 80 | VLA-4 inh: -1 | AGP1 TOR yeast: 104 | MCL1-BIM inh: 4 | GRK2 inh: 1 | CIT2-GFP yeast: 108

(cont.)
Order of values – GLD-1 TGE inh	Bcl-xL primary	MEX-5 binding	CR mimetic SO	VLA-4 inh	AGP1 TOR yeast	MCL1-BIM inh	GRK2 inh	CIT2-GFP yeast
[41] O=[N+]([O-])c1cccc(/C=N\N=C2c3ccccc3-c3ccccc32)c1O
  -2	5	-0.2	100	-3	99	3	0	107
[42] O=C(NNC(=O)C12CC3CC(CC(C3)C1)C2)c1ccncc1
  3	1	2.4	105	0	91	-1	22	94
[43] Cc1[nH]c2ccccc2c1C(=O)C(=O)N1CCN(c2cccc(Cl)c2)CC1
  2	2	2.7	102	18	99	-1	2	97
[44] CCOC(=O)C1(Cc2ccccc2)CCN(C2Cc3ccccc3C2)CC1
  1	4	-2.9	73	0	111	5	4	99
[45] Cc1noc(C)c1S(=O)(=O)N1CCC(C(=O)Nc2ccc(Br)cc2)CC1
  4	1	0.6	102	27	97	5	0	99
[46] COc1ccc(OC)c(C2/C(=C(/O)c3cnn(-c4ccccc4)c3C)C(=O)C(=O)N2CCN(C)C)c1 (centres undefined)
  -4	0	-2.5	83	-5	96	-2	0	98
[47] Cc1ccc(NC(=O)CN(C)Cc2cccs2)cc1Cl
  6	4	-1.8	91	-3	92	-4	0	97
[48] N=c1c(S(=O)(=O)c2ccc(Cl)cc2)cc2c(=O)n3ccccc3nc2n1C1CCCC1
  1	2	-35*	93	6	100	23	0	104
[49] C=CCn1c(SCC(=O)N2CCN(c3ccc(F)cc3)CC2)nnc1-c1cccs1
  3	1	-1.8	103	45	102	0	3	97
[50] C=CCNS(=O)(=O)c1cccc(C(C)=O)c1
  2	7	0.1	87	10	82	23	4	89
[51] O=C(O[C@@H]1[C@H](Cc2ccccc2)NS(=O)(=O)[C@H]2C[C@@H]3C=C[C@]12O3)c1ccccc1Br
  0	-3	x	98	9	91	5	0	98
[52] CCCCCc1cc(=O)oc2c(C(CCN3CCN(c4ccccc4)CC3)c3ccc(N(C)C)cc3)c(OC)cc(OC)c12 (centres undefined)
  -2	-3	4.8	x	x	x	-6	x	x
[53] CCOC(=O)c1ccc(N2C(=O)C(CC(N)=O)N(NC(=O)c3cccc(F)c3)C2=S)cc1 (centres undefined)
  3	1	-0.5	101	-1	84	-3	4	94
[54] CC(=O)c1cn(CCOc2cc(C)ccc2C)c2ccccc12
  8	5	3.4	85	13	98	5	0	102
[55] C=CCC(NCc1ccco1)c1ccc(OC)cc1OC (centres undefined)
  1	9	0.5	97	6	109	2	3	103
[56] CC(C)CCN(C(=O)c1csnn1)C(C(=O)NC1CCCCC1)c1ccc(F)cc1 (centres undefined)
  -3	6	1.1	104	3	98	9	5	96
[57] CCCCOC(=O)Oc1ccc2c(=O)c(Oc3cccc(C)c3)coc2c1
  9	1	0.4	95	-14	97	-3	0	86
[58] CC(=O)Nc1ccc(N(CC(=O)NC2CCCCC2)C(=O)Cn2nnc(-c3ccccc3)n2)cc1
  -1	6	1.0	99	5	84	-4	1	88
